PAFAH1B2 inh = PAFAH1B2 enzyme inhibitors, primary screen, biochemical, fluorescence polarization, human; recombinant PAFAH1B2, FP-rhodamine activity probe; inhibition, % at 3.39 µM; 340,000 tested, 1.2% active; AID 492953, 2010;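 active means inhibition above the mean of all tested compounds plus 3 SD, cut at about 24% in these data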;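 further: 0% = enzyme with DMSO and 100% = wells lacking PAFAH1B2; many of its hits are not listed in these tables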
LYPLA1 counter = LYPLA1 inhibitors, primary screen, counter-screen for PME1 inhibitor project, biochemical, fluorescence polarization, FP-Rh probe ABPP; Acyl-protein thioesterase 1 (Homo sapiens), O75608; recombinant LYPLA1; inhibition, % at 5.9 µM; 320,000 tested, 0.16% active;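 active means inhibition above the mean of all tested compounds plus 3 SD, set per campaign, cut at about 14% in these data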;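 further: inhibitors block serine hydrolase probe labeling of LYPLA1 so polarization falls; 0% = enzyme with DMSO and 100% = wells lacking LYPLA1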
Target sequence (O75608 whole entry, looked up): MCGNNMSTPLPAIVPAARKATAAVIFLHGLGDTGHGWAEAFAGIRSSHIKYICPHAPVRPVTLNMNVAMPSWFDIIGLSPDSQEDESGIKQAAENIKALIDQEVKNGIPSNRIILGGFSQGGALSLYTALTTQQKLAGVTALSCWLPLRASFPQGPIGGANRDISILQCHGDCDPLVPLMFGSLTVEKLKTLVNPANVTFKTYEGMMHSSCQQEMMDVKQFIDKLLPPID
PAFAH2 FP inh = PAFAH2 enzyme inhibitors, primary screen, biochemical, fluorescence polarization, human. inhibition, % at 3.39 µM. Platelet-activating factor acetylhydrolase 2, cytoplasmic (Homo sapiens), Q99487. recombinant PAFAH2, FP-rhodamine activity probe. 340,000 tested, 0.99% active;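 active means inhibition above the mean over all tested compounds plus 3 SD, cut at about 30% in these data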;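 further: inhibitors block probe labeling of enzyme so polarization drops; 0% = enzyme with DMSO and 100% = wells lacking PAFAH2 protein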
PME-1 inh = PME-1 inhibitors via competitive probe labeling, primary screen, biochemical, fluorescence polarization, FP-Rh probe, HTS; Protein phosphatase methylesterase 1 (Homo sapiens), Q9Y570; recombinant PME-1; inhibition, % at 5.9 µM; 320,000 tested, 0.53% active; AID 2130, 2009;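 active means inhibition above the campaign mean of all compounds plus 3 SD, cut at about 26% in these data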;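 further: competitive labeling of PME-1 active site by serine hydrolase directed probe; 0% = PME-1 with DMSO and 100% = wells lacking PME-1 enzyme; inhibitors block probe labeling so polarization falls and inhibition rises; many of its hits are not listed in these tables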
Target sequence (Q9Y570 whole entry, looked up): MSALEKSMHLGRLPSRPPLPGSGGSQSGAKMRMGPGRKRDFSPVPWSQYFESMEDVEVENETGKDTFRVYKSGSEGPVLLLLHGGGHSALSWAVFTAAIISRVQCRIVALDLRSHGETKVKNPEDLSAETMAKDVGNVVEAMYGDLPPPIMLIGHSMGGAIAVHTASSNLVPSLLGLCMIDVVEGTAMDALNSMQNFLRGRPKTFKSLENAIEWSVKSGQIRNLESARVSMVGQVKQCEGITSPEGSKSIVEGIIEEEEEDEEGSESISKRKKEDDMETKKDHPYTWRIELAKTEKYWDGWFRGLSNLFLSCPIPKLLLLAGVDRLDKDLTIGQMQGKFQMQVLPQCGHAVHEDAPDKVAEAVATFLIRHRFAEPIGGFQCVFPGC
PAD4 FP inh = human PAD4 inhibitors, primary screen, biochemical, fluorescence polarization, 1536-well format; Protein-arginine deiminase type-4 (Homo sapiens), Q9UM07; recombinant PAD4, RCA probe fluorescence polarization; inhibition, % at 6.36 µM; 330,000 tested, 0.41% active; AID 485272, 2010;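 active means percent inhibition above a cutoff equal to the mean of all tested compounds plus 3 SD, cut at about 15% in these data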;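 further: 0% = PAD4 with RCA probe and DMSO and 100% = probe without PAD4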
pPAFAH inh = pPAFAH enzyme inhibitors, primary screen, biochemical, fluorescence polarization, human; Platelet-activating factor acetylhydrolase (Homo sapiens), Q13093; recombinant pPAFAH, FP-rhodamine probe fluorescence polarization; inhibition, % at 3.39 µM; 330,000 tested, 1.5% active; AID 463082, 2010;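 active means inhibition above the mean inhibition across the screen plus 3 SD, cut at about 25% in these data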;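 further: inhibitors block binding of the rhodamine activity-based probe so polarization drops; 0% = enzyme with DMSO and 100% = wells lacking pPAFAH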
GSTO1 inh = inhibitors of recombinant GSTO1, primary screen, counter-screen for RBBP9 inhibitor project, biochemical, fluorescence polarization; Glutathione S-transferase omega-1 (Homo sapiens), P78417; activity-based probe fluorescence polarization; inhibition, % at 5.96 µM; 300,000 tested, 1.1% active; AID 1974, 2009;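 active means inhibition above the campaign mean inhibition plus 3 SD, cut at about 35% in these data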;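 further: 0% = GSTO1-1 with DMSO and 100% = wells lacking GSTO1-1 enzyme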
Target sequence (P78417 whole entry, looked up): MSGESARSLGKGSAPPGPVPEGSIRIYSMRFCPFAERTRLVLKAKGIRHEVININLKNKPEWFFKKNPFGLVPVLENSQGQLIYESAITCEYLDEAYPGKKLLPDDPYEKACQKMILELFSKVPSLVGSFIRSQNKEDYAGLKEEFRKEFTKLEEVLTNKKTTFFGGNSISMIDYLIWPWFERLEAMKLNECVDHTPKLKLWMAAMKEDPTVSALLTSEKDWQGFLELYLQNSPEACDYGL
Fam108B inh = mouse Fam108B serine hydrolase inhibitors, primary screen, counter-screen for RBBP9 inhibitor project, biochemical, fluorescence polarization; inhibition, % at 9.51 µM; AID 1947, 2009; recombinant Fam108B, FP-Rh probe fluorescence polarization; 300,000 tested, 0.33% active;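 active means inhibition above the screen mean inhibition plus 3 SD, computed separately per campaign, cut at about 18% in these data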;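 further: inhibitors lower polarization as less probe binds the enzyme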
PAFAH1B3 inh = PAFAH1B3 enzyme inhibitors, primary screen, biochemical, fluorescence polarization, human. AID 492972, 2010. 340,000 tested, 0.28% active. Platelet-activating factor acetylhydrolase IB subunit alpha1 (Homo sapiens), Q15102. recombinant PAFAH1B3, FP-rhodamine probe. inhibition, % at 3.39 µM;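 active means inhibition above the screen-wide average of all tested compounds plus 3 SD, cut at about 25% in these data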;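 further: 0% = enzyme with DMSO only and 100% = wells lacking PAFAH1B3 protein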
* = called active by the depositor; . = not tested or not shown. Only part of the results is shown (hit frequency here may not be typical).

cpd	structure	PAFAH1B2 inh	LYPLA1 counter	PAFAH2 FP inh	PME-1 inh	PAD4 FP inh
1	Cc1nc(C)c(/C(O)=C/c2nc3ccccc3oc2=O)s1	5	-4	5	-3	-14
2	Cn1c(=O)cc(OCCCC(=O)N2CCN(c3ccccn3)CC2)c2ccccc21	6	2	-1	11	3
3	CC(=O)c1cccc(NC(=O)C2CC(c3ccc(F)cc3)=NO2)c1 (centres undefined)	11	-3	4	2	-4
4	COc1cccc(-c2cc(C(F)(F)F)n3nc(C(=O)Nc4c(C)n(C)n(-c5ccccc5)c4=O)cc3n2)c1	2	2	0	4	2
5	OC(c1nc2ccc(F)cc2[nH]1)C(O)c1nc2ccc(F)cc2[nH]1 (centres undefined)	2	3	-3	1	5
6	O=C(CN1CCN(Cc2ccccc2Cl)C1=O)NCc1ccccn1	3	1	3	3	6
7	COc1ccc(C(=O)Nn2c(C)nnc2-n2nc(C)cc2C)cc1OC	0	5	2	3	2
8	Cc1nc2ccccc2cc1C(=O)NCc1ccccc1	2	-3	4	0	-2
9	COc1ccc(C(=O)NCc2nnc(SCC(=O)NCc3ccc(F)cc3)o2)cc1	0	0	4	0	0
10	CCc1ccc(/C=N/n2c(C3CCCCC3)n[nH]c2=S)cc1	7	-3	4	-6	-3
11	Cc1ccc(C(=O)OCc2cn(-c3ccccc3)nn2)cc1	.	-3	.	2	-2
12	N#C/C(=C\c1ccc[nH]1)C(=O)N1CCCCC1	.	0	.	-4	4
13	CCOC(=O)N1CCN(S(=O)(=O)c2ccc(F)c(C(=O)Nc3ccc(C(C)C)cc3)c2)CC1	-1	-4	1	-5	-3
14	COC(=O)c1ccc(NN=Nc2ccc(C)cc2)cc1	4	-3	-1	1	-1
15	Cc1cc(N=Nc2ccc3ccccc3c2)ccc1O	2	-10	5	23	2

cpd	pPAFAH inh	GSTO1 inh	Fam108B inh	PAFAH1B3 inh
1	3	8	0	7
2	3	1	-1	4
3	1	2	0	-3
4	5	-3	5	-4
5	0	6	-1	6
6	1	17	6	4
7	3	4	-1	13
8	1	-2	-1	10
9	5	6	3	1
10	4	0	3	9
11	6	3	0	.
12	-13	11	-2	.
13	3	1	-5	-1
14	3	-1	0	2
15	8	-8	3	10

Other records follow.
cpd	structure	PAFAH1B2 inh	LYPLA1 counter	PAFAH2 FP inh	PME-1 inh	PAD4 FP inh
16	COc1ccc(C2CC(c3ccc4ccccc4c3)=NN2C(=O)COC(=O)C2CCC(=O)N2)cc1 (centres undefined)	-1	3	4	-2	3
17	O=C(NC12CC3CC(CC(C3)C1)C2)c1cnccn1	8	-1	-7	-1	6
18	C=CCNc1nc(NC(C)(C)CO)nc(OCC)n1	2	5	11	-2	3
19	C[C@H](CO)N1C[C@H](C)[C@@H](CN(C)Cc2ccc(C(=O)O)cc2)Oc2ccc(NC(=O)Cn3cnnn3)cc2C1=O	2	.	10	.	-2
20	Nc1nonc1-c1nc2ccccc2n1CC(=O)N1CCN(c2ccc(F)cc2)CC1	3	-4	2	7	0
21	COc1ccc(-c2csc(NC(=O)c3ccccc3Br)c2C(=O)O)cc1	7	0	6	2	-5
22	COC(=O)C1CCN(Cc2cn(Cc3ccccc3)nc2-c2cc3ccccc3o2)CC1	6	-1	-1	1	-3
23	Cc1ccc(-c2nnc(-c3ccccc3)c(-c3ccccc3)n2)cc1	6	-4	-2	-5	1
24	O=C1C=C(Nc2ccc(O)cc2)C(=O)c2ccccc21	2	4	3	14	-15
25	Cc1ccc(-c2c(C(=O)N(C)Cc3ccccc3)oc(=O)c3ccccc23)cc1	2	4	-2	8	4
26	NC(=O)COc1ccc(Nc2nnc(-c3ccc(O)cc3)c3ccccc23)cc1	2	-1	-2	1	-2
27	Cc1ccc(C(=O)Nc2ccc(N3CCN(S(C)(=O)=O)CC3)cc2)cc1	-1	6	6	2	1
28	CC1C(C#N)=C(SCC(N)=O)NC2=C1C(=O)CC(C)(C)C2 (centres undefined)	7	1	-4	0	1
29	COc1ccc(CCNC(=O)C(=O)NCC2OCCN2S(=O)(=O)c2ccc(F)cc2)cc1 (centres undefined)	4	-3	3	-4	2
30	N#Cc1c(N)n(-c2cccc(C(=O)O)c2)c2nc3ccccc3nc12	6	-3	-10	-1	0

cpd	pPAFAH inh	GSTO1 inh	Fam108B inh	PAFAH1B3 inh
16	7	-194	-2	8
17	-5	5	0	10
18	-2	1	8	1
19	-6	.	.	4
20	6	-5	9	-2
21	5	-78	4	0
22	6	6	0	5
23	-1	2	-4	8
24	9	39*	8	6
25	7	0	2	-2
26	8	2	1	0
27	6	-1	0	3
28	0	0	1	0
29	6	8	4	5
30	6	6	2	10

(more compounds)
cpd	structure	PAFAH1B2 inh	LYPLA1 counter	PAFAH2 FP inh	PME-1 inh	PAD4 FP inh
31	O=C(O)CCC(=O)Nc1ccc(S(=O)(=O)N2CCCC2)cc1	2	0	4	0	-6
32	CC(C)CCNC1c2ccccc2C(=O)N1Cc1ccccc1 (centres undefined)	6	5	-4	2	-4
33	N#C/C(=C\c1ccncc1)c1nc2ccccc2c(=O)[nH]1	5	1	7	0	-15
34	Cc1ccc(CNC(=O)c2cccc(OCc3c(C)noc3C)c2)cc1	8	3	0	0	0
35	COCCn1c(N)c(C(=O)NCC2CCCO2)c2nc3ccccc3nc21 (centres undefined)	4	70*	-2	38*	76*
36	Cc1ccc(Cl)cc1N1CCN(CC(=O)Nc2ccc3[nH]c(=O)[nH]c3c2)CC1	3	0	-5	2	-1
37	Cc1onc(-c2ccccc2)c1C(=O)OCC(=O)c1ccccc1	1	1	-10	3	-6
38	C/C(=N\NC(=O)OC(C)(C)C)c1ccc[nH]1	-4	2	5	0	-2
39	COc1ccc(SC[C@H](Cc2ccccc2)N2CCN(C)CCC2=O)cc1	-7	1	2	-3	-2
40	Cc1nn(C)cc1S(=O)(=O)Nc1ccc(C(F)(F)F)cc1	0	-2	1	-1	0
41	Cc1ccccc1-c1nnc(SC(C)C(=O)NC2CCCC2)o1 (centres undefined)	3	4	-5	5	2
42	CNC[C@H](O)c1ccc(O)c(O)c1	3	1	-1	-6	-8
43	COc1cccc(NC(=O)c2cc3ccccc3oc2=O)c1	1	3	-1	3	3
44	Cc1cc(-c2cc(C(=O)NC3CCCC3)on2)nc(NC2CCCC2)n1	8	-3	9	-3	3
45	CCN(CC)C(=O)c1sc(NC(=O)c2ccc(OC)c([N+](=O)[O-])c2)c(C#N)c1C	.	2	.	4	-2

cpd	pPAFAH inh	GSTO1 inh	Fam108B inh	PAFAH1B3 inh
31	6	-5	1	0
32	5	-1	1	6
33	4	4	-5	2
34	4	-3	-2	5
35	10	102*	61*	6
36	2	-8	-3	3
37	3	-3	-3	-1
38	-1	-2	-1	4
39	3	0	3	2
40	3	5	-1	-7
41	1	.	.	4
42	1	13	-4	10
43	3	-1	7	-1
44	3	-3	-3	1
45	5	-3	7	.

Four entries picked at random from the list so far, as already listed:
cpd	structure	PAFAH1B2 inh	LYPLA1 counter	PAFAH2 FP inh	PME-1 inh	PAD4 FP inh
41	Cc1ccccc1-c1nnc(SC(C)C(=O)NC2CCCC2)o1 (centres undefined)	3	4	-5	5	2
33	N#C/C(=C\c1ccncc1)c1nc2ccccc2c(=O)[nH]1	5	1	7	0	-15
39	COc1ccc(SC[C@H](Cc2ccccc2)N2CCN(C)CCC2=O)cc1	-7	1	2	-3	-2
44	Cc1cc(-c2cc(C(=O)NC3CCCC3)on2)nc(NC2CCCC2)n1	8	-3	9	-3	3

cpd	pPAFAH inh	GSTO1 inh	Fam108B inh	PAFAH1B3 inh
41	1	.	.	4
33	4	4	-5	2
39	3	0	3	2
44	3	-3	-3	1

Additional compounds:
cpd	structure	PAFAH1B2 inh	LYPLA1 counter	PAFAH2 FP inh	PME-1 inh	PAD4 FP inh
46	CCOC(=O)c1cc2c(N)c(C(=O)c3cc(C#N)c(SC)nc3C)sc2nc1C	-16	3	-24	-1	2
47	O=C(NC1CCCN(Cc2ccc(Cl)cc2)C1)c1c(F)ccc(F)c1F (centres undefined)	-3	-2	-8	6	0
48	CC(C)CCC(CCNCc1ccccn1)c1ccc(Cl)cc1 (centres undefined)	-3	0	-5	0	-2
49	COc1ccccc1-n1cnc2cc(NCc3cccs3)ccc21	9	1	11	2	-2
50	O=S(=O)(c1ccc(Cl)s1)N1CCc2ccccc2C1	20	-7	-3	8	3
51	CCCCCn1cnc2sc(CC)cc2c1=O	-6	-1	-2	-2	-3
52	CN1CCN(C(=O)C(=O)c2cn(CC(=O)N3CCCC3)c3ccccc23)CC1	-4	1	4	0	0
53	O=C(O)c1ncn(Cc2ccccc2)c1C(=O)O	4	4	5	-2	-1
54	O=C(c1ccco1)N1CCN(S(=O)(=O)c2ccc([N+](=O)[O-])cc2)CC1	0	-1	2	1	-3

cpd	pPAFAH inh	GSTO1 inh	Fam108B inh	PAFAH1B3 inh
46	11	-3	-2	-6
47	2	2	2	7
48	1	-6	-1	-2
49	13	10	2	3
50	7	-4	0	6
51	-3	4	-1	1
52	3	0	-2	5
53	-7	-2	5	2
54	9	11	2	3
